Source: PubChem
Dengue virus CPE = Dengue virus cytopathic effect inhibitors, cell-based, CPE readout, HTS (AID 540333); CPE inhibition, % at 20 µM; Dengue virus CPE inhibition in host cells; stronger effect = higher value; 3.1% of 10,000 active; in the data active = CPE inhibition mostly above about 9.1%, no sharp cut-off; inactive = mostly below about 7.2%
* = called active by the depositor; i = inactive. A portion of the library. The share of hits here may be higher or lower than overall.

Start of the listing, in advance, 2 compounds:
#	Structure	Dengue virus CPE
1	CCOc1ncccc1C(=O)NCc1ccc(OC)c(OC)c1	i
2	N#Cc1c(-c2ccccc2)cc(-c2ccccc2)nc1Br	0.8

Main list, previewed entries included:
#	Structure	Dengue virus CPE
1	CCOc1ncccc1C(=O)NCc1ccc(OC)c(OC)c1	i
2	N#Cc1c(-c2ccccc2)cc(-c2ccccc2)nc1Br	0.8
3	CN(C)CCCn1c(SCC(=O)N2c3ccccc3Sc3ccccc32)nc2ccccc2c1=O	i
4	CC(=O)c1ccc(Sc2ccc(C(C)=O)cc2)cc1	i
5	CC(Cl)C(=O)NC(=O)NC12CC3CC(CC(C3)C1)C2 (stereo unspecified)	5.6
6	N#C/C(=C\c1ccc(-c2ccccc2Cl)o1)C(=O)Nc1nc2ccccc2s1	1.6
7	CN1/C(=C\C(=O)Nc2ccc(F)cc2)C(C)(C)c2ccccc21	0.6
8	CC1=C(C)/C(=N\OS(=O)(=O)c2ccc(C)cc2)C=CC1=O	i
9	Cc1cccc(NC(=S)N=Nc2c(O)n(C)c3ccc(S(=O)(=O)N4CCOCC4)cc23)c1	i
10	Cc1ccc(CCC(=O)Nc2ncc(Cc3cc(Cl)ccc3Cl)s2)o1	i
11	Clc1ccc(CN2CCCCCCC2)cc1	i
12	O=C(/C=C/c1cccs1)N1CCc2ccccc21	i
13	CC1CCC2C(=O)N(c3ccc(C(=O)Oc4cccc5cccnc45)cc3)C(=O)C2C1 (stereo unspecified)	8.6
14	COC(=O)NNC(=O)COc1ccc2ccccc2c1Br	i
15	C=CCOc1ccc(C2CC(C)=NN2c2ccccc2)cc1 (stereo unspecified)	1.7
16	Cc1ccccc1NC(NC(=O)OCCn1c([N+](=O)[O-])cnc1C)C(Cl)(Cl)Cl (stereo unspecified)	i
17	Cc1ccccc1NC(=S)NCC(c1cccnc1)N1CCOCC1 (stereo unspecified)	i
18	CC(C)N(C(=O)COC(=O)CNC(=O)c1ccc(Br)cc1)c1ccccc1	i
19	Nc1cc(C(=O)O)c(Oc2ccc(Cl)cc2Cl)cc1C(=O)O	1.1
20	COc1cc2c3c(c1)/C(=C1/SC(=S)NC1=O)C(=O)N3C(C)(C)C=C2C	0.1
21	N#CC(C#N)=C(Nc1ccc(F)cc1)SCc1cccc(Br)c1	0.1
22	Cc1ccccc1OCC(=O)NCC(=O)N/N=C/c1ccc(Br)o1	i
23	COc1ccc(C(=O)Cc2ccc3c(c2)OCO3)c(O)c1	0.0
24	Cn1cc(Cl)c(-c2n[nH]c(=S)n2-c2ccccc2)n1	i
25	CN1CCN(C=NC2=NN(c3cccc(C(F)(F)F)c3)CC2)CC1	i
26	O=C(CN1N=C(c2ccccc2)CCC1=O)NCCN1CCc2ccccc2C1	1.0
27	CC(C)c1ccc(/C=N/NC(=O)c2cccc(Cl)c2)cc1	i
28	CCOC(=O)C1=C(C(F)(F)F)Nc2ncnn2C1c1cccc(OC)c1OC (stereo unspecified)	i
29	CC(C)[C@H](NS(=O)(=O)c1cccc(Cl)c1)C(=O)OCC(=O)N1CCN(c2ccccc2)CC1	2.9
30	NNC(=O)c1cccc(COc2ccc3c(c2)CCC3)c1	1.8

(continued)
#	Structure	Dengue virus CPE
31	CCC(C)(c1nnnn1-c1c(C)cccc1C)N(N=O)c1cccc(C(F)(F)F)c1 (stereo unspecified)	1.6
32	COC(=O)C1(Cc2cc(-c3ccc([N+](=O)[O-])cc3)no2)CCN(C(=O)OC(C)(C)C)CC1	0.4
33	CC(=O)Nc1ccc(Sc2ncnc3scc(-c4ccccc4)c23)cc1	2.3
34	COC(=O)c1cc(CNC(=O)c2ccc(O)c(Cl)c2)ccc1OC	0.0
35	O=C(O)c1ccnc(Cl)c1	0.6
36	COc1cc(OC)cc(-c2c(-c3ccc(F)cc3)c3cc(-c4ccc5c(c4)OCCO5)ccc3n2C)c1	2.3
37	Cc1ccc2c(c1)C1CN(C)CCC1N2C(=O)c1ccccc1NS(=O)(=O)c1cccc(C(F)(F)F)c1 (stereo unspecified)	2.4
38	CN(C)CCNC(=O)C(=O)NCC1OCCN1S(=O)(=O)c1ccc([N+](=O)[O-])cc1 (stereo unspecified)	i
39	O=C(COC(=O)c1ccccc1O)Nc1cccnc1Cl	0.2
40	COc1cc(C(C)=O)ccc1COc1ccc(C(=O)OC(C)C(=O)NC(N)=O)cc1OC (stereo unspecified)	i
41	COc1ccc(N=Cc2c(O)n(-c3cccc(C)n3)c(=O)c3ccccc23)cc1	1.0
42	COCCn1c(SCC(=O)Nc2cc(C(C)(C)C)nn2-c2ccccc2)nc2ccccc2c1=O	2.0
43	CN(Cc1cn(-c2ccccc2)nc1-c1ccc(F)cc1)C(=O)CCC(=O)O	0.3
44	COC(=O)c1cc(NC(=S)NCc2ccc(Cl)cc2)cc(C(=O)OC)c1	13.6*
45	O=C(NCc1nc2ccccc2[nH]1)C1=C[C@@H](c2ccc(C(F)(F)F)cc2)C[C@@H](OCCCCO)O1	2.0
46	O=C(/C(=C/c1ccccc1)n1cncn1)c1ccc(Cl)cc1Cl	i
47	Cc1ccn2c(C(=O)N/N=C\c3ccc4c(c3)OCO4)c(C)nc2c1	i
48	CCc1ccc(Sc2cc(C(=O)NCCN3CCOCC3)c3ccccc3n2)cc1	1.8
49	CC(=O)N=c1n(C)c2ccccc2n1CCOc1ccccc1	i
50	Cc1ccc(N(C(=O)Cn2nnc3ccccc32)C(C(=O)NCc2ccccc2)c2ccccn2)cc1 (stereo unspecified)	0.2
51	Cc1nnc(SCc2ccccc2)nc1-c1ccccc1	i
52	O=C(Oc1cccc(/C=N/Nc2nc(Nc3ccccc3)nc(N3CCOCC3)n2)c1)c1ccco1	i
53	Cc1ccc2c(Cl)c(C(=O)Nc3cccnc3)sc2c1	1.9
54	CC1CCc2c(C(=O)OCC(=O)Nc3cccc(S(=O)(=O)N4CCCCCC4)c3)csc2C1 (stereo unspecified)	11.4*
55	Cc1ccc(C(=O)NCC(=O)OCc2csc(-c3ccccc3)n2)cc1	i
56	CCC(C)NC(=O)COC(=O)c1cccnc1Nc1ccccc1F (stereo unspecified)	i
57	COc1ccc(C(=O)NNC(=O)CSc2nnc(COc3ccccc3OC)n2C)cc1	i
58	CSc1ccc(/C=N/NC(=O)CN2CCN(Cc3ccccc3Cl)CC2)cc1	2.5
59	CCOC(=O)C1=C(C)N=c2s/c(=C\c3ccc(OCC(=O)O)cc3)c(=O)n2C1c1ccc(OC(C)C)cc1 (stereo unspecified)	2.7
60	O=C(NNC(=S)NC1CCCCC1)c1sc2ccccc2c1Cl	1.1

More compounds.
#	Structure	Dengue virus CPE
61	O=c1c(Cl)c(O)c2cccc3c4ccccc4n1c23	i
62	O=C(COC(=O)c1ccc(-c2ccc([N+](=O)[O-])cc2)o1)NC(=O)NC1CCCCC1	0.1
63	CC(C)Oc1ccc(C(=O)Nc2nnc(SCC(=O)N3CCOCC3)s2)cc1	i
64	CCOC(=O)CC(NS(=O)(=O)c1ccc(OC)c(OC)c1)c1cccc([N+](=O)[O-])c1 (stereo unspecified)	0.4
65	Cc1cccc(N2C(=O)C(Cc3ccccc3)NC2=S)c1 (stereo unspecified)	i
66	CCOC(=O)[C@@H]1[C@H]2COc3cc(OC)ccc3[C@H]2N2C(=O)N(c3ccccc3)C(=O)[C@]12C	i
67	COc1ccccc1OCCCOc1c(Cl)cc(C)cc1Cl	0.5
68	COC(=O)c1sc2nc3c(c(-c4cccs4)c2c1N)CCCC3	1.4
69	CC[C@@]12C(=O)N(c3ccccc3)C(=O)N1[C@H](c1ccc(Br)cc1)[C@@H]1C(=O)N(C(C)(C)C)C(=O)[C@@H]12	5.8
70	Cc1cccc(NS(=O)(=O)c2cc(C(=O)OC(C)C(=O)NCc3ccc4c(c3)OCO4)ccc2C)c1 (stereo unspecified)	1.6
71	CC(C)(C)SCCNC(=O)/C=C/c1cccc([N+](=O)[O-])c1	i
72	NC(=S)NNC(=O)[C@@H]1CCCC[C@@H]1C(=O)O	0.4
73	CC(=O)Nc1ccc(Nc2cc(C)nc3c(-c4ccc(Cl)cc4)cnn23)cc1	2.8
74	COc1ccccc1NC(=O)Cc1c(F)cccc1Cl	i
75	CC(=O)c1cccc(N(C(=O)CS(=O)CC(=O)Nc2ccc(F)cc2)C(C(=O)NC2CCCCC2)c2ccc(C)o2)c1 (stereo unspecified)	0.1
76	CN(C(=O)COC(=O)c1sc2ccccc2c1Cl)C1CCCCC1	0.7
77	COc1cccc(/C=N/NC(=O)C[n+]2ccccc2)c1OC	1.5
78	O=C(COC(=O)/C=C/c1ccccc1[N+](=O)[O-])Nc1ccc(OCc2ccccc2)cc1	0.0
79	COc1ccc(-c2cn(-c3ccccc3)c3[n+]2CCS3)cc1	7.5
80	COc1ccc(CCNC(=O)C(=O)NCC2OCCN2S(=O)(=O)c2ccc(Br)cc2)cc1 (stereo unspecified)	0.3
81	COc1ccc(CCNC(=O)Cn2cnc3ccccc3c2=O)cc1OC	2.0
82	O=C(COC(=O)C1CCN(S(=O)(=O)c2ccc3c(c2)OCCO3)CC1)Nc1ccccc1OC(F)F	i
83	Cc1ccc(C(=O)NC(=S)Nc2ccc3[nH]c(=O)[nH]c3c2)cc1C	0.2
84	Cc1ccc(NC(=O)c2cc(C(=O)c3cc(Cl)ccc3O)cn(-c3ccc(C)cc3)c2=O)cc1	10.7
85	CC(Sc1nc(C(C)(C)C)cc(-c2ccccc2)c1C#N)C(=O)Nc1ccccc1 (stereo unspecified)	4.8
86	COc1ccc([C@H]2CC(=O)C=C(c3ccc4c(c3)OCO4)C2)cc1	i
87	Cc1occc1C(=O)NNC(=O)c1ccccc1Br	i
88	CCCCOC(=O)CSCC(=O)N1N=C(c2cccs2)CC1c1ccc(F)cc1 (stereo unspecified)	0.8
89	Nn1c(SCCOc2ccccc2)nnc1-c1cccnc1	i
90	COc1cccc(NC(=O)CCc2ccccc2)c1	i

4 of the compounds above, with each value named.
#87 Cc1occc1C(=O)NNC(=O)c1ccccc1Br
  Dengue virus CPE: i

#88 CCCCOC(=O)CSCC(=O)N1N=C(c2cccs2)CC1c1ccc(F)cc1 (stereo unspecified)
  Dengue virus CPE: 0.8

#89 Nn1c(SCCOc2ccccc2)nnc1-c1cccnc1
  Dengue virus CPE: i

#90 COc1cccc(NC(=O)CCc2ccccc2)c1
  Dengue virus CPE: i

(continued)
#	Structure	Dengue virus CPE
91	CCOc1ccc(S(=O)(=O)N(C)c2ccc(OCC(=O)Nc3nc4ccccc4s3)cc2)cc1	1.7
92	COC(=O)c1ccc(CSc2nnc(NC(=O)C3CC(=O)N(Cc4ccc(C)cc4)C3)s2)cc1 (stereo unspecified)	0.2
93	CCN(CCC(=O)Nc1cc([N+](=O)[O-])ccc1OC)Cc1ccccc1	i
94	COc1ccc(NCc2nnc(SCC(=O)Nc3nc(-c4ccccc4)cs3)n2-c2ccccc2)cc1	i
95	COc1cccc(-c2ncc3ccccc3c2CO)c1	i
96	COC(=O)CNC(=O)CSc1nnc(C)c(=O)[nH]1	i
97	CC(=O)Nc1ccc(Br)cc1C(=O)C(=O)O	0.2
98	BrCCOCCOc1ccc2ccccc2c1	0.8
99	O=C(CNC(=O)C1COc2ccccc2O1)N/N=C\c1cccc(O)c1 (stereo unspecified)	1.8
100	CC(C)(C)c1cc(C(=O)NCC(=O)OCC(=O)c2cccc([N+](=O)[O-])c2)cc(C(C)(C)C)c1	2.1
101	O=S(=O)(c1ccc(Br)cc1)N1CCCN(Cc2ccccc2F)CC1	0.4
102	CCOC(=O)c1c(C)n(CC)c2ccc(OC(=O)c3ccc([N+](=O)[O-])cc3)cc12	2.7
103	CCOC(=O)c1ccc(NC(=O)c2cccc(S(=O)(=O)N3c4ccccc4CC3C)c2)s1 (stereo unspecified)	0.8
104	COc1ccccc1/C=C/C(=O)OCC(=O)c1c(N)n(C)c(=O)n(C)c1=O	i
105	Cc1ccc(C(=O)N/N=C2/NC(=O)CC(C(=O)Nc3ccccc3)S2)cc1 (stereo unspecified)	i
106	CNC(=O)/C(C#N)=C/c1c(N(Cc2ccccc2)Cc2ccccc2)nc2ccccn2c1=O	14.1*
107	Cc1ccc(Sc2ncnc(N)c2[N+](=O)[O-])cc1	4.1
108	CCn1cc(Cl)c(C(=O)NNC(=O)CCn2nc(C)c([N+](=O)[O-])c2C)n1	0.1
109	CCOc1ccccc1C(=O)NN1C(=O)C2CCCCC2C1=O (stereo unspecified)	0.4
110	Cc1cccc(N=Nc2ccc(O)c3ncccc23)c1	0.9
111	COc1cc(C(=O)NNC(=S)NC(=O)c2ccc(Cl)cc2)cc(OC)c1OC	2.0
112	Cc1cc(C)c2[nH]c(=O)c(CN(Cc3cccs3)C(=S)NCc3ccco3)cc2c1	4.4
113	COCO/C=C(\NC(C)=O)c1ccccc1	i
114	CCn1c2ccccc2c2cc(NC(=O)COC(=O)c3cccc(S(=O)(=O)NC)c3)ccc21	i
115	COc1cc(Cc2ccc(N)c(OC)c2)ccc1N	0.2
116	C=CCOC(=O)C1=C[C@H](c2ccc3c(c2)OCO3)C[C@H](OCCCCO)O1	0.4
117	O=C(CN1CCN(c2ccc(O)cc2)CC1)NC(=O)NCc1ccco1	i
118	CC1(C(=O)NC(=S)NNC(=O)c2ccncc2)CCCCC1	0.5
119	COc1ccc(N(C)C(=O)c2onc3c2CCCC3)cc1	i
120	Cc1ccc(OCCC(=O)Nc2ccc(F)c(F)c2)cc1	i

(next part)
#	Structure	Dengue virus CPE
121	COc1cccc(/C=C/C(=O)OCC(=O)N2c3ccccc3NC(=O)C2(C)C)c1	0.7
122	Cc1ccc(OCC(=O)N/N=C2/SCC(=O)N2Cc2ccccc2)cc1	0.4
123	COc1ccccc1/C=C/C(=O)OCCN1CCOCC1	0.2
124	CC(=O)NNC(=S)NC(=O)c1cccc([N+](=O)[O-])c1	i
125	CCc1cc2c(=O)n3c(nc2s1)-c1[nH]c2ccc(OC)cc2c1CC3	1.9
126	O=C(CNC(=O)c1ccccc1)N/N=C/c1cn[nH]c1-c1ccccc1	0.3
127	COc1ccc(CCNC(=O)Cn2cc(C(F)(F)F)cc(Cl)c2=O)cc1OC	i
128	N#Cc1ccsc1NC(=O)CN(Cc1ccccc1)Cc1ccccc1	9.9*
